# Compound activity as filed in PubChem.
# NFkB transloc pot: enhances IL-1B driven NFkB nuclear translocation; HUVEC IL-1B NFkB p65 nuclear translocation imaging; activation, % at 2 µM; 94,000 tested, 0.3% active; AID 819;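 active = activation above 40%, about the mean plus 3 SD, also judged a hit on visual image review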;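 also: percent activation is computed from the nuclear over cytoplasmic p65 intensity ratio; values of inactives mirror those of a sister screen read the other way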
# MRP reversal: MRP-mediated drug resistance reversal. H69AR cells + 2 uM doxorubicin, CellTiter-Glo, 72 h. differential viability (reversal), % at 10 µM. 85,000 tested, 0.04% active. AID 602;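 active = viability drop by adding the cancer drug above about 55%, with treated viability meeting a 40% cutoff, limit read from the data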;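 also: viability without doxorubicin minus viability with 2 µM doxorubicin for each compound; larger differential means the compound sensitizes cells more to doxorubicin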
# Bcl-B TR3 displacers: displacers of TR3 peptide from Bcl-B, primary screen, selectivity assay for Bfl-1 inhibitor project, biochemical, fluorescence polarization. FP displacement of FITC-TR3 peptide from Bcl-B; higher % means a stronger effect. displacement, % at 20 µM; hits with a dose series show IC50 in µM. AID 748. 96,000 tested, 0.11% active;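 active = displacement above 50% at 20 µM plus a fluorescence interference ratio under 1.5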;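 also: plate controls were wells without compound for no effect and wells lacking Bcl-B protein for full effect; a part of the inactive calls stands beside numbers as strong as those of hits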
# IL1B NFkB inh: blocks IL-1B driven NFkB nuclear translocation in HUVEC cells; HUVEC IL-1B NFkB p65 nuclear translocation imaging; inhibition, % at 2 µM; 94,000 tested, 0.43% active; AID 796;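 active = inhibition above about 30% together with a positive call from visual inspection of the well image, limit read from the data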;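 also: nuclear over cytoplasmic p65 intensity ratio measured by imaging; 0% = IL-1B stimulated DMSO wells and 100% = unstimulated DMSO wells; values of inactives mirror those of a sister screen read the other way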
# PLAP inhibition: PLAP enzyme inhibitors, biochemical, luminescence, HTS (AID 690). purified PLAP, luminescent substrate; higher % means a stronger effect. 96,000 tested, 0.08% active. inhibition, % at 20 µM; hits with a dose series show IC50 in µM; in the data active = a potency from the dose series; inactive = the rest, 99 in 100 with inhibition below about 30%; also: strong numbers were not always called active
# MRP reversal cytotoxicity: recorded beside MRP reversal, whose call it bears; viability, %; H69AR cells, CellTiter-Glo, 72 h; measured here: cytotoxicity without doxorubicin
# MRP reversal with doxorubicin: also measured in MRP reversal; calls as there; viability, %; measured here: viability with 2 uM doxorubicin; active compounds read low
# IL1B NFkB inh cell count 2 µM: also measured in IL1B NFkB inh; calls as there; cell count; measured here: cells passing quality filter;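 raw number of nuclei counted in each imaged well without normalization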
# NFkB transloc pot cell count 2 µM: recorded beside NFkB transloc pot, whose call it bears; cell count; measured here: cells passing quality filter
# * marks the source's active call; other numbers are inactive results; · = not tested or not shown.
# Start of the data: the first 5 entries, to show the layout:
SMILES,NFkB transloc pot,NFkB transloc pot cell count 2 µM,MRP reversal,MRP reversal cytotoxicity,MRP reversal with doxorubicin,Bcl-B TR3 displacers,IL1B NFkB inh,IL1B NFkB inh cell count 2 µM,PLAP inhibition
CCOc1ccc(C(=O)N2CCN(c3cccc(C)c3C)CC2)cc1,1,108,4,92,88,-5%,-1,108,-9%
Cc1ccnc(N2CCC(C(=O)NNC(=O)c3ccccc3)CC2)n1,-4,143,·,·,·,-2%,4,143,-61%
COC(=O)CC1COc2ccccc2N1C(=O)c1ccc(OC)cc1 (stereo not drawn),10,161,·,·,·,2%,-10,161,-6%
COc1cc(CNCCc2c[nH]c3ccccc23)ccc1OCc1ccc(F)cc1,25,217,·,·,·,·,-25,217,-286%
CN1C(=O)CC(N2CCN(CC(N)=O)CC2)C1=O (stereo not drawn),-7,148,·,·,·,14%,7,148,-5%

# The whole of this part, previewed entries included:
SMILES,NFkB transloc pot,NFkB transloc pot cell count 2 µM,MRP reversal,MRP reversal cytotoxicity,MRP reversal with doxorubicin,Bcl-B TR3 displacers,IL1B NFkB inh,IL1B NFkB inh cell count 2 µM,PLAP inhibition
CCOc1ccc(C(=O)N2CCN(c3cccc(C)c3C)CC2)cc1,1,108,4,92,88,-5%,-1,108,-9%
Cc1ccnc(N2CCC(C(=O)NNC(=O)c3ccccc3)CC2)n1,-4,143,·,·,·,-2%,4,143,-61%
COC(=O)CC1COc2ccccc2N1C(=O)c1ccc(OC)cc1 (stereo not drawn),10,161,·,·,·,2%,-10,161,-6%
COc1cc(CNCCc2c[nH]c3ccccc23)ccc1OCc1ccc(F)cc1,25,217,·,·,·,·,-25,217,-286%
CN1C(=O)CC(N2CCN(CC(N)=O)CC2)C1=O (stereo not drawn),-7,148,·,·,·,14%,7,148,-5%
Cc1c(NCc2nc3ccccc3[nH]2)c(=O)n(-c2ccccc2)n1C,20,187,3,94,91,5%,-20,187,-63%
COCc1nnc(NC(=O)CSc2ccc(C)cc2)s1,4,157,-13,90,103,-2%,-4,157,-7%
CCNC(=O)/C=C1\NC(C)(C)Cc2c1ccc1ccccc21,32,79,6,104,98,4%,-32,79,-84%
CCOC(=O)c1sc(C)c2c(=O)n(CC)nnc12,27,159,-21,64,85,-2%,-27,159,-10%
CS(=O)(=O)Nc1ccc(C(=O)N2CCN(c3ccccc3F)CC2)cc1,2,37,9,93,84,3%,-2,37,-27%
Cc1cc(Oc2ccccc2)nc(OCC#N)n1,-1,139,-8,94,102,-3%,1,139,-22%
O=C1c2ccccc2NC(c2ccccn2)N1c1ccc(Cl)cc1 (stereo not drawn),-1,131,4,83,79,6%,0,131,-8%
CCCCCn1c(N(C)Cc2ccccc2)nc2c1c(=O)[nH]c(=O)n2C,7,169,-22,85,107,0%,-8,169,-37%
Cc1noc(C)c1S(=O)(=O)NCCCN1CCN(Cc2ccccc2)CC1,5,150,12,86,74,0%,-5,150,-8%
CCCn1ncc(OC)c(Cl)c1=O,-7,145,·,·,·,-11%,7,145,-4%
Cc1ccc(NC(=O)/C(C#N)=C/c2cc(C)n(-c3ccc(N4CCOCC4)c([N+](=O)[O-])c3)c2C)c(C)c1,-8,142,·,·,·,2%,8,142,6%
CCCCOC(=O)Cc1c(O)c2ccccc2[nH]c1=O,19,119,9,103,94,2%,-19,119,2%
O=C(CSc1nc2c(c(=O)n1-c1ccccc1)SCC2)N1CCOCC1,·,·,5,91,86,0%,·,·,6%
O=C(Cn1nnc(-c2cc(Cl)ccc2-n2cnnn2)n1)N1CCCc2ccccc21,17,151,5,85,79,-11%,-17,151,-24%
COc1ccc(NC(=O)c2cc3nc(-c4ccccc4)cc(-c4ccccc4)n3n2)c(OC)c1,-5,85,·,·,·,-12%,5,85,-33%
COc1ccccc1NC(=O)N(CCN1CCCC1)Cc1cc2cc(C)ccc2[nH]c1=O,13,132,15,88,72,·,-13,132,·
Nc1c(C(=O)OCC2CCCO2)c2nc3ccccc3nc2n1C1CCCC1 (stereo not drawn),·,·,-11,15,26,4%,·,·,-74%
Cc1cc2c(nn1)CCc1nonc1-2,18,113,-9,95,104,5%,-18,113,6%
Nc1nnnn1/N=C/c1ccc(O)cc1,3,186,-1,85,86,0%,-3,186,14%
CCN1C(=O)C2(C(C#N)=C(N)Oc3n[nH]c(-c4ccccc4)c32)c2ccccc21 (stereo not drawn),8,189,-4,74,79,0%,-8,189,-90%

# 4 compounds out of the list above, arranged by their value in Bcl-B TR3 displacers, high to low:
structure | Bcl-B TR3 displacers
CN1C(=O)CC(N2CCN(CC(N)=O)CC2)C1=O (stereo not drawn) | 14%
Cc1c(NCc2nc3ccccc3[nH]2)c(=O)n(-c2ccccc2)n1C | 5%
CCN1C(=O)C2(C(C#N)=C(N)Oc3n[nH]c(-c4ccccc4)c32)c2ccccc21 (stereo not drawn) | 0%
O=C(Cn1nnc(-c2cc(Cl)ccc2-n2cnnn2)n1)N1CCCc2ccccc21 | -11%

# Full records, looked up by structure. Order of screens: NFkB transloc pot, NFkB transloc pot cell count 2 µM, MRP reversal, MRP reversal cytotoxicity, MRP reversal with doxorubicin, Bcl-B TR3 displacers, IL1B NFkB inh, IL1B NFkB inh cell count 2 µM, PLAP inhibition
# Profile of `Nc1c(C(=O)OCC2CCCO2)c2nc3ccccc3nc2n1C1CCCC1` (stereo not drawn) : ·, ·, -11, 15, 26, 4%, ·, ·, -74%
# Profile of `O=C1c2ccccc2NC(c2ccccn2)N1c1ccc(Cl)cc1` (stereo not drawn) : -1, 131, 4, 83, 79, 6%, 0, 131, -8%
# Profile of `Cc1cc(Oc2ccccc2)nc(OCC#N)n1` : -1, 139, -8, 94, 102, -3%, 1, 139, -22%
# Profile of `O=C(CSc1nc2c(c(=O)n1-c1ccccc1)SCC2)N1CCOCC1` : ·, ·, 5, 91, 86, 0%, ·, ·, 6%

# Other structures follow.
SMILES,NFkB transloc pot,NFkB transloc pot cell count 2 µM,MRP reversal,MRP reversal cytotoxicity,MRP reversal with doxorubicin,Bcl-B TR3 displacers,IL1B NFkB inh,IL1B NFkB inh cell count 2 µM,PLAP inhibition
CN(C)S(=O)(=O)c1cccc(-c2cn3ccccc3n2)c1,18,137,-6,94,100,13%,-18,137,-6%
Cc1cc(/C=C(\C#N)C(=O)Nc2ccccc2)c(C)n1-c1ccc2c(c1)OCO2,18,86,·,·,·,-4%,-18,86,-26%
O=C1NC2(CCCCC2)C(=O)N1c1ccccc1,16,172,-7,95,102,4%,-16,172,9%
COC(=O)c1ccc(COc2ccc3c4c(c(=O)oc3c2)CCC4)o1,17,173,-3,98,101,0%,-17,173,8%
Nn1c(CSc2ccccn2)nc2ccccc2c1=O,-4,198,-8,88,96,-3%,4,198,30%
CC(=O)c1ccc(NC(=O)C2CCCN2S(=O)(=O)c2ccc(F)cc2)cc1 (stereo not drawn),-9,162,8,90,83,7%,9,162,-13%
CCCC(=O)Nc1ccc2c(c1)nc(CN1CCN(C(C)=O)CC1)n2C,17,143,9,95,85,4%,-17,143,0%
FC(F)Sc1ccc(N=C2NN=C(c3ccc4c(c3)OCCO4)CS2)cc1,1,172,-1,105,106,-30%,-1,172,4%
COc1ccc(-n2c(Cc3cc(=O)[nH]c(=O)[nH]3)nnc2SCC(=O)N2CCC(C)CC2)cc1,22,178,-8,96,104,1%,-22,178,-15%
COc1ccc(CN2CCc3ccccc3C2)c(OC)c1OC,3,158,10,94,85,-2%,-3,158,-14%
CSCCC(N=CC1=C(O)CC(C)(C)CC1=O)C(=O)O (stereo not drawn),6,150,·,·,·,1%,-6,150,-6%
Cc1ccccc1C(=O)O/N=C1\CCS(=O)(=O)c2sccc21,3,163,·,·,·,-1%,-3,163,-2%
COc1ccc(Nc2nc(N)nc(CN3CCc4ccccc4C3)n2)cc1,-6,188,5,85,80,1%,6,188,-57%
Cc1ccc(/C=C2\SC(=S)N(c3c(C)n(C)n(-c4ccccc4)c3=O)C2=O)cc1,0,91,·,·,·,1%,0,91,-72%
COC(=O)\C(C(C)=O)=C(/C=C/C=C/C=C/N(C)C)N(C)C,-6,123,-4,86,90,-245%,6,123,-46%
CC(=O)c1c(OCC(=O)O)ccc2c(C)cc(=O)oc12,2,67,9,106,97,0%,-2,67,11%
C=CCn1c(CNc2ccccc2)nnc1SCC(=O)N/N=C/c1ccc(O)cc1O,·,·,·,·,·,-13%,·,·,0%
O=C(NCc1ccc2c(c1)OCO2)C1CC(=O)N(CCc2ccccc2)C1 (stereo not drawn),35,179,-2,93,95,-3%,-35,179,12%
O=C(CCN1C(=O)c2ccccc2C1=O)Nc1cccnc1,22,132,-2,107,109,·,-22,132,·
COc1ccc(OC)c(NC(=O)CS(=O)(=O)c2ccccc2)c1,10,132,-12,62,74,-13%,-10,132,12%
CCOC(=O)N1CCC(NC(=O)c2cnn3ccccc23)CC1,-3,41,-3,92,95,-4%,3,41,3%
CCCOc1cccc(C(=O)N(Cc2cccs2)C2CCS(=O)(=O)C2)c1 (stereo not drawn),-6,142,-2,100,101,0%,6,142,-22%
CCOC(=O)C1CCCN(C(=O)c2cn(C)c(=O)c3cc(OC)c(OC)cc23)C1 (stereo not drawn),0,127,-11,80,92,·,0,127,·
CCOC(=O)Nc1ccc(C(=O)Oc2ccccc2)c(O)c1,4,188,0,81,81,2%,-4,188,5%
C1=Nc2c(Nc3ccccc3)ncnc2Oc2ccccc21,-1,111,11,86,75,8%,2,111,24%
# Continued.
SMILES,NFkB transloc pot,NFkB transloc pot cell count 2 µM,MRP reversal,MRP reversal cytotoxicity,MRP reversal with doxorubicin,Bcl-B TR3 displacers,IL1B NFkB inh,IL1B NFkB inh cell count 2 µM,PLAP inhibition
COc1ccccc1NC(=O)NC(=O)N(C(C)C)S(C)(=O)=O,-6,183,-13,85,98,3%,6,183,-1%
CCOC(=O)C1CN(S(=O)(=O)c2ccc(OC)cc2)c2cc(S(=O)(=O)CC)ccc2O1 (stereo not drawn),7,141,·,·,·,-8%,-7,141,-14%
C=C(C)CC1N(c2cccc(OC)c2)C(=O)C2C(C(=O)O)C3C=CC21O3 (stereo not drawn),-5,145,12,104,91,-3%,6,145,-10%
CCn1c(SCC(=O)Nc2nc(-c3ccccc3)cs2)nnc1-c1ccccc1,5,140,-21,67,88,-1%,-5,140,-96%
CC1(C)CC(=O)c2cnc(NC(=O)Cc3ccc(Cl)cc3)nc2C1,13,127,4,103,99,-2%,-13,127,18%
O=C(NCC(=O)N(CC1CCCO1)C(C(=O)NC1CCCCC1)c1ccccc1)c1cccs1 (stereo not drawn),4,128,·,·,·,-5%,-10,171,-22%
CC(C)(C)N1CC(c2nc3ccccc3n2Cc2ccc(F)cc2)CC1=O (stereo not drawn),29,88,6,79,74,2%,-29,88,-6%
COc1ccc(S(=O)(=O)Nc2ccccc2SC)cc1C,-22,103,12,89,77,2%,22,103,-21%
O=C(C1CCC1)N1CCc2cc(S(=O)(=O)NCc3ccccn3)ccc21,-6,101,-6,88,94,7%,6,101,-39%
Cc1ccc(S(=O)(=O)n2nc(C)cc2C)cc1,34,83,7,89,82,-8%,-34,83,16%

# These rows are one share of the data. The share of hits here may be higher or lower than overall.
